Yeast growth inh: growth inhibitors of yeast BB579 in restrictive medium, primary screen, yeast lifespan-shortening project, S. cerevisiae. inhibition, % at 10 µM. AID 804, 2007. hit rate 0.51% among 140,000. OD615, 48 h;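 active = inhibition above a set limit, 3 SD over the mean compound inhibition, cut at about 44% in these data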; note: inactives centre near -24
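Test system: S. cerevisiae DeaD strain BB579 yeast; Medium: restrictive CSMM-D medium; Compound: one dose, 10 µM compound with 0.25% DMSO; Incubation: 4 h cell preincubation, 48 h compound exposure, 30 °C humidified; Signal: OD at 615 nm; Benchmarks: amphotericin B at 10 µg/mL as positive control.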
NPY Y2 blocker: NPY-Y2 receptor antagonists, primary screen, cell-based; hit rate 0.99% among 140,000; Neuropeptide Y receptor type 2 (Homo sapiens), P49146; NPY-Y2 expressing cells, antagonist mode; inhibition, % at 2.7 µM; in the data active = inhibition above about 17%;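 note: 0% = vehicle with agonist challenge and 100% = reference antagonist with challenge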
Target sequence (P49146 whole entry, looked up): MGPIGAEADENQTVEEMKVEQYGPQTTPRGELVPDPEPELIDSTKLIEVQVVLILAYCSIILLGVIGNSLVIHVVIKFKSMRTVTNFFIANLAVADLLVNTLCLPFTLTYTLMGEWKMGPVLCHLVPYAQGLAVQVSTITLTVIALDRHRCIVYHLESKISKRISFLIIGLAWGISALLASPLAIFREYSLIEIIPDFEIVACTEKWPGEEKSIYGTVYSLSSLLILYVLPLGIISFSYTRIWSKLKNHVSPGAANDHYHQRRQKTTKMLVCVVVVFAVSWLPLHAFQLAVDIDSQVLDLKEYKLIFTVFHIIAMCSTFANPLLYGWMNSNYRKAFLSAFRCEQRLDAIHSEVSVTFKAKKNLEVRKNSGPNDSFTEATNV
bCat KO growth: primary screen for growth suppressors in beta-catenin knockout HCT116 cells (colon tumor, human); hit rate 1.5% among 140,000; viability, % at 10 µM; HCT116 beta-catenin knockout viability, CellTiter-Glo, 60 h; stronger effect = lower value;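 active = viability at or under a set limit, the compound median less 4 SD, cut at about 6% in these data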;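 note: 0% = Hyamine 1622 control at 20 µM and 100% = untreated cell control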
MRP1 act: H69AR viability gain despite doxorubicin, primary screen, MRP-1 activator project, H69AR cells, CellTiter-Glo | viability rescue | viability increase, % at 10 µM | hit rate 0.61% among 140,000 | AID 799, 2007;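 active = viability gain under doxorubicin at or above a set limit, the compound median plus 3 SD, cut at about 4.7% in these data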;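 note: MRP-1 overexpressing cells given doxorubicin 25 µM after compound pretreatment; 18-22 h compound pretreatment then 72 h with doxorubicin before readout; 0% = doxorubicin-only wells and 100% = vehicle-treated cells without doxorubicin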
HCT116 PTEN-null: growth suppression of PTEN-null HCT116, primary screen, cell-based, CellTiter-Glo; HCT116 PTEN-null viability, 60 h; stronger effect = lower value; viability, % at 10 µM; hit rate 1.2% among 140,000; AID 827, 2007;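 active = viability at or below a set limit, 4 SD under the median of all tested compounds, cut at about 3.7% in these data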;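 note: PTEN knockout HCT116 line with beta catenin targeted HCT116 as companion control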
Measles CPE: compounds protecting cells from measles virus cytopathic effect, primary screen, measles RdRp inhibitor project, single point, MLSMR library, absorbance. Measles virus-infected cells, CPE protection. protection (pct of control), % at 4 µM. hit rate 1.5% among 140,000; in the data active = protection mostly above about 24%, no sharp cut-off; inactive = mostly below about 26%; note: some compounds called inactive have numbers as strong as hits
GALR2 blocker: GALR2 antagonists in receptor-expressing cells, primary screen. Galanin receptor type 2 (Homo sapiens), O43603. antagonist mode. inhibition, % at 4 µM. hit rate 0.39% among 140,000. AID 828, 2007; in the data active = inhibition above about 27%;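 note: cells stimulated with galanin 1-16 at roughly its EC80; 0% = agonist challenge control and 100% = basal control without agonist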
Target sequence (O43603 whole entry, looked up): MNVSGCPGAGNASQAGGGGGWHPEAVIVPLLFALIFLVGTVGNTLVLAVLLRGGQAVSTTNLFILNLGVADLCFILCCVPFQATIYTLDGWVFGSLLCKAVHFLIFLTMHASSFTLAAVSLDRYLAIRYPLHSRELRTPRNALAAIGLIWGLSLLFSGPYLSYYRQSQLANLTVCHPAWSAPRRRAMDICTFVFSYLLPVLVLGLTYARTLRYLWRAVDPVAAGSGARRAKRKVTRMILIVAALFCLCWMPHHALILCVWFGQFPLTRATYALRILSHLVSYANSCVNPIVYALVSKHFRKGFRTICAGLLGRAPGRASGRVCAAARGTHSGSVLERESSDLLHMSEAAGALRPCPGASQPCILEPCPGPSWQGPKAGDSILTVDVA
Phagocytosis inh: inhibitors of macrophage phagocytosis, primary screen, imaging, J774A.1 cells, IgG beads. hit rate 0.07% among 110,000. AID 1029, 2008. J774A.1 macrophage IgG-bead phagocytosis. inhibition, % at 5 µM;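 active = inhibition above the mean of the plate negative controls plus 5 SD, cut at about 13% in these data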;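 note: phagocytic index as fraction of beads internalized from green versus red external bead signal; plate controls were DMSO negative control for no effect and cytochalasin-D positive control for full effect; some results beyond the cut were filed as inactive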
E-sel TNF inh: E-selectin induction blockers in HUVEC – imaging, immunofluorescence, high content, primary screen; AID 1246, 2008; inhibition, % at 2 µM; hit rate 0.71% among 120,000; HUVEC TNFa-induced E-selectin immunofluorescence;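 active = inhibition above the batch mean plus 3 SD, and confirmed as a hit on visual image review, cut at about 43% in these data; inconclusive = passes the inhibition cutoff but fails visual image review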;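 note: 0% = TNF-stimulated DMSO wells and 100% = unstimulated control wells; not every result past the cut was called active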
Yeast lifespan up: compounds extending yeast replicative lifespan, primary screen, S. cerevisiae, OD615; S. cerevisiae growth with nicotinamide; deaD strain in restrictive glucose medium; inhibition of the nicotinamide effect, % at 10 µM; hit rate 0.68% among 130,000; AID 775, 2007;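 active = inhibition above a set limit, placed 3 SD over the median of all compounds, cut at about 26% in these data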;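 note: 0% = nicotinamide-treated wells and 100% = cells grown without nicotinamide; some compounds called inactive have numbers as strong as hits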
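Assay system: DeaD-strain S. cerevisiae. Medium: CSMM-D glucose medium, restrictive. Reagent: nicotinamide, 1.5 mM, co-present with compound. Compound: 10 µM single point, 0.25% DMSO. Schedule: culture preincubation 4 h, compound exposure 48 h, both 30 °C. Detection: absorbance at 615 nm.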
* = called active by the depositor; ? = inconclusive; nt = no result given.

compound,Yeast growth inh,NPY Y2 blocker,bCat KO growth,MRP1 act,HCT116 PTEN-null,Measles CPE,GALR2 blocker,Phagocytosis inh,E-sel TNF inh,Yeast lifespan up
COc1ccccc1N(CC(=O)NCC1CCCO1)C(=O)CCC(=O)Nc1nccs1 (centres undefined),-16,1,96,-2.3,97,5,11,nt,39,nt
Cn1c(=O)c2c(nc(NCC3CCCO3)n2Cc2ccccc2)n(C)c1=O (centres undefined),-4,2,81,-0.9,82,3,0,nt,-23,nt
COc1ccc(CCC(=O)Nc2ccc(C)c(S(=O)(=O)N(C)C)c2)cc1OC,-39,3,40,-0.9,40,5,2,7,2,4
COc1ccc(OCC(=O)Nc2cc3oc4ccccc4c3cc2OC)cc1,-19,1,64,-3.6,64,8,-2,-9,nt,1
CCNc1nc(SC(C)C(=O)OC)nc(N2CCOCC2)n1 (centres undefined),13,0,109,-1.6,90,17,7,1,-21,-6
COc1cc(NC(=O)COC(=O)[C@@H]2CCCN2S(=O)(=O)c2ccc(Cl)cc2)cc(OC)c1OC,-19,7,88,-0.9,99,8,13,-3,-26,-4
CCOc1ccc(NC(=O)c2ccccc2OCC(=O)c2ccccc2)cc1,-51,6,84,-0.9,80,45,-5,0,9,-14
O=C(COC(=O)Cc1c(F)cccc1Cl)NCCC1=CCCCC1,-63,8,99,-1.6,92,11,-5,-10,3,3
COc1ccc(CC(C)N2CCN(c3ccccc3OC)CC2)cc1OC (centres undefined),-13,2,47,-3.6,53,9,14,0,-22,-3
COc1ccc(-c2csc(Nc3ccc(S(=O)(=O)Nc4cc(OC)nc(OC)n4)cc3)n2)cc1,-35,0,88,-0.1,92,7,1,-2,nt,4
CC1CCN(S(=O)(=O)N2CCC(C(=O)O)CC2)CC1,-34,0,93,2.6,109,5,5,nt,-3,7
Cc1csc(SCC(=O)Nc2cc(S(=O)(=O)N3CCCC3)ccc2Cl)n1,-35,3,81,-1.5,83,25,9,0,2,-2
CCOc1ccc(C(CC(=O)O)NC(=O)c2sc3ccccc3c2Cl)cc1 (centres undefined),-13,19*,86,0.0,88,nt,-5,nt,nt,4
O=C(Cc1c(F)cccc1Cl)Nc1cccnc1,-14,4,87,-4.6,78,1,0,7,14,-13
CN1CCN(C(=O)C23CC4CC(CC(C4)C2)C3)CC1,-7,2,98,-1.9,91,4,-4,0,nt,0
COc1ccc(C2=NN(C(=O)c3cccnc3)C(c3ccccc3)C2)cc1 (centres undefined),-37,7,100,1.3,108,5,7,-9,nt,3
c1ccc2oc(-c3ccc4nc[nH]c4c3)nc2c1,0,-3,79,-2.3,80,8,1,nt,6,nt
CCOC(=O)C1=C(C)NC(=O)N(C(C)=O)C1c1ccc(Cl)cc1 (centres undefined),-13,0,73,-0.9,69,7,20,-1,-14,-10
COc1cc(/C=N/NC(=O)c2nc(-c3ccccc3)n(-c3ccccc3)n2)ccc1O,-6,0,93,-2.0,97,5,5,-4,nt,-6
Fc1ccc2c(c1)C(c1ccc(N3CCOCC3)cc1)=NNC(c1cccs1)=N2,-68,0,71,-1.8,59,5,-3,-1,-30,-19
COc1cccc(-c2nc(CS(=O)(=O)c3ccccc3)no2)c1,-6,4,97,-2.9,102,5,3,0,-15,-25
O=C(CCCN1C(=O)c2ccccc2C1=O)Nc1ccc(S(=O)(=O)N2CCOCC2)cc1,-15,1,93,-0.8,86,13,-5,-2,-26,-10
CC(Nc1cc(N2CCOCC2)ccc1[N+](=O)[O-])c1ccccc1 (centres undefined),-41,2,97,-2.7,100,12,-9,-8,nt,4
CCC12CN3CCN(CC(C3)/C1=N\NC(=O)Nc1ccccc1)C2,-49,6,90,-1.8,91,5,10,-3,nt,-1
Cc1cc(C)cc(NC(=O)C2CCCN2/C=C/C(=O)C(F)(F)F)c1 (centres undefined),3,3,85,-0.2,90,22,-15,-9,43,-4
CC1CCCCC1NC(=O)CSCC(=O)O (centres undefined),-32,3,93,-1.6,100,27,2,-3,-3,3
Cc1nc2cc(N3CCCCC3)c(NC(=O)c3ccncc3)cc2c(=O)n1Cc1ccc(Cl)cc1,-7,2,1.2*,-5.3,1.1*,3,-3,0,nt,-27
CCOC(=O)c1c(C)nc2c(c1-c1cc(OC)ccc1OC)C(=O)c1ccccc1-2,-41,0,92,-1.2,86,9,3,0,12,0
O=C(CCn1nc(-c2ccc(Cl)cc2)ccc1=O)NCc1cccnc1,-60,-1,105,-0.9,95,4,-5,-2,-51,-5
Nc1nonc1-c1noc(N2CCCCC2)n1,7,8,87,0.8,90,1,10,0,nt,-17
COc1ccc(-c2nnn(Cc3nn[nH]n3)n2)cc1OC,-31,4,93,0.5,110,18,7,0,12,-4
COc1cc(C(=O)Nc2ccncc2)cc(OC)c1OC,-34,2,93,-0.2,98,7,10,0,nt,-4
CCC(=O)N(CCCN(C)C)c1nc(-c2cc(OC)ccc2OC)cs1,-35,5,84,-3.2,79,12,6,0,-2,-1
COc1cc(C(=O)Nc2nc(-c3cccs3)cs2)cc(OC)c1OC,-43,3,11,-4.3,7,5,-16,-3,-5,-20
Cc1sc(NC(=O)CCC(=O)O)c(C(N)=O)c1-c1ccccc1,5,3,93,-1.8,100,5,6,2,nt,0
O=C(COc1ccc(F)cc1)NC1CC1,-33,2,100,-1.3,94,18,-1,-2,-53,3
Cc1cccc(-n2c(-c3ccncc3)n[nH]c2=S)c1,-24,0,96,-2.1,98,5,19,nt,10,nt
Cc1ccc2c(c1)N(CC(=O)N1CCCc3ccccc31)C(=O)C(C)O2 (centres undefined),-7,2,92,-2.8,83,8,-1,0,nt,-2
Cc1ccc2c3c(cccc13)-c1ccccc1C2=O,3,3,82,-1.6,82,20,8,-15,nt,-7
COc1ccc(C2(O)CCN(Cc3nnnn3Cc3ccc(F)cc3)CC2)cc1,-48,0,99,-0.7,95,18,3,0,-1,-7
COc1ccc(C(CC(=O)O)NC(=O)Cc2ccccc2)cc1OC (centres undefined),-8,0,95,-1.3,100,1,-6,-4,22,10
CC1CN(C2CCN(S(=O)(=O)c3ccccc3)CC2)CC(C)O1 (centres undefined),-31,0,89,-2.6,98,7,-6,nt,-24,nt
Cc1ccc(C(=O)Nc2nc3ccccc3n3nnnc23)cc1,-16,1,81,-1.4,86,21*,3,-3,-23,-21
Cc1ccc(-c2nn(-c3ccccc3)cc2/C=N/NC(=O)c2ccc(Br)o2)cc1,-9,2,4.2*,-5.3,4,5,-10,nt,-8,-23
CCCCC(c1nnnn1CCOC)N1CCN(C(=O)c2ccco2)CC1 (centres undefined),-15,2,88,-3.1,89,12,-13,-2,1,-1
CC(C)c1cc(C(=O)NCc2cccnc2)no1,-20,-2,92,-1.4,91,13,0,1,nt,-12
CC1(O)CC(=O)N(c2ccccc2)O1 (centres undefined),-24,3,88,-2.2,94,20,5,nt,nt,-8
COCCNC(=O)Cn1c(=O)n(CCC(=O)NCCc2ccccc2)c(=O)c2ccccc21,-42,1,91,-1.0,100,9,-7,1,2,1
COc1ccc(C(=O)Nc2ccc(S(=O)(=O)N3CCc4ccccc43)cc2)cc1,-2,0,11,-4.8,14,6,-15,nt,-5,nt
C/C(=N\NC(=O)C1CCCN(S(=O)(=O)c2ccccc2)C1)c1ccncc1 (centres undefined),-27,6,89,-3.9,93,13,-2,-1,-39,-12

(next part)
compound,Yeast growth inh,NPY Y2 blocker,bCat KO growth,MRP1 act,HCT116 PTEN-null,Measles CPE,GALR2 blocker,Phagocytosis inh,E-sel TNF inh,Yeast lifespan up
COC(=O)c1ccc(C)c(NC(=O)Cn2cnc3ccccc3c2=O)c1,-12,3,103,-3.0,98,23,16,-1,nt,-5
CS(=O)(=O)Nc1ccc(N2CCCCC2)c(Cl)c1,-10,1,108,0.3,88,11,-24,1,?,-12
CC1=CC2=NCC(O)CN2C=C1 (centres undefined),-3,-2,94,-2.1,94,15,-17,-2,nt,-2
Cn1c(=O)[nH]c(=O)c2c1nc(NCCCn1ccnc1)n2Cc1ccccc1,-37,2,93,-1.9,90,8,5,-1,-24,-1
O=C(COC(=O)c1n[nH]c2ccccc12)NCc1ccccc1,-31,5,93,-0.6,112,16,3,nt,-6,-13
COc1ccc(NC(=O)CSc2ncnc3c2cnn3Cc2ccccc2)cc1,-8,4,93,-3.6,83,29,-9,-2,10,-4
COc1cccc(CN2CCN(CC(=O)Nc3ccccc3Cl)CC2)c1,-25,10,98,-0.5,96,16,-8,nt,nt,-10
CCN(CC)S(=O)(=O)c1cccc2nsnc12,-43,2,82,-1.1,91,2,-9,0,-18,-15
CCN(CC)CCNC(=O)CS(=O)Cc1nc(-c2ccccc2Cl)oc1C (centres undefined),-25,1,90,0.5,87,26,-5,0,71*,-10
CCc1cccc(CC)c1NC(=O)COC(=O)c1ccc2c(c1)S(=O)(=O)c1ccccc1C2=O,-34,2,96,0.8,89,8,-6,-8,-6,-2
Cc1ccc(C)c(NC(=O)c2sc(Cl)nc2C)c1,-28,1,98,-1.3,86,4,19,-4,nt,-7
CCOC(=O)c1c(C)[nH]c(C(=O)COC(=O)CNC(=O)c2ccccc2Cl)c1C,-27,5,105,0.1,95,14,2,-5,35,-3
CC(=O)CC(C)(C)n1nnc(-c2ccccc2)n1,2,2,84,-0.1,87,23,8,-3,-3,-14
Cc1ccc(C(=O)CSc2nnc(-c3ccccc3N)n2C)cc1C,-53,4,72,-3.6,76,12,-1,nt,-15,nt
O=c1c2ccccc2oc2nc(C3CCCCC3)n(Cc3ccco3)c(=O)c12,-39,1,106,-0.4,106,20,-1,2,-1,-9
COc1ccc(CNC(=O)c2ccc(NC(=O)CC3SC(N4CCCC4)=NC3=O)cc2)cc1 (centres undefined),-30,0,112,-2.8,98,4,8,nt,-30,-31
Oc1ccccc1-c1cc(-c2ccc3c(c2)OCCO3)n[nH]1,-4,3,23,-2.0,43,31,18,0,nt,-16
O=C(Nc1ccc(Cl)cn1)Nc1ccccc1F,-20,-2,83,-3.4,88,6,18,nt,1,nt
CC1CN(CCC(=O)Nc2ccc3c(c2)OCO3)CC(C)O1 (centres undefined),1,-2,93,-2.9,89,9,-4,-1,-5,-9
